Statin myotox sup: protects C2C12 myotubes from simvastatin toxicity; rescue of ATP level, % at 7.49 µM; 330,000 compounds, 0.78% hits; ATP luminescence, 48 h; scaled: DMSO 0, geranylgeraniol control 100;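 active = mean ATP rescue above about 67%, or every replicate alone reaching that limit, limit read from the data, passing the limit was not always enough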;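 also: myotubes were challenged with 10 µM simvastatin during compound exposure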
ARNT TACC3 PPI: disruptors of human ARNT/TACC3 interaction; Q9Y6A5; AlphaScreen His-ARNT PAS-B/GST-TACC3 binding, luminescence; TACC3 fragment carries E629A point mutation; inhibition, % at 9.99 µM; 390,000 compounds, 0.66% hits;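 active = mean inhibition of replicates at least 50% and at least half of replicates each reaching 50%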;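 also: 0% = complete ARNT plus TACC3 wells and 100% = ARNT alone without TACC3; many hits fall short of the cut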
esBAF inh: blocks esBAF chromatin remodeling in mouse ES cells; Bmi1-luciferase knock-in reporter, 24 h; 100% = twice the neutral-well signal; reporter increase, % at 12.5 µM; 350,000 compounds, 2% hits; in the data active = activation above about 40%;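 also: 0% = median of the plate's neutral control wells and 100% = double that signal; a rise in the Bmi1 reporter signal indicates esBAF inhibition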
Cneo AK release: causes C. neoformans cell lysis; adenylate kinase release luminescence, 4 h; normalised: neutral wells 0, clomiphene wells 100; lysis activity, % at 15 µM; 360,000 compounds, 0.2% hits; AID 651654;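 active = mean lysis activity across replicates of at least 80%, whatever share of replicates individually reach that level; inactive = mean lysis activity below 80%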
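Material – Cryptococcus neoformans yeast cells · Quantity – 5 × 10^6 yeast cells/mL · Buffer or medium – YPD medium · Compound – single dose · Timing – 4 h static compound exposure, 37 °C, read 1 h post-reagent · Signal – adenylate kinase release luminescence · Read-out basis – lysis from increased AK signal · Benchmarks – Clomiphene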
SIRT5 inh: blocks human SIRT5 desuccinylation of peptide; Q9NXA8; Purified SirT5, succinyl-peptide AMC, trypsin-coupled fluorescence; inhibition, % at 15 µM; 330,000 compounds, 1.1% hits; AID 652115; in the data active = inhibition above about 15%
Target sequence (Q9NXA8 whole entry, looked up): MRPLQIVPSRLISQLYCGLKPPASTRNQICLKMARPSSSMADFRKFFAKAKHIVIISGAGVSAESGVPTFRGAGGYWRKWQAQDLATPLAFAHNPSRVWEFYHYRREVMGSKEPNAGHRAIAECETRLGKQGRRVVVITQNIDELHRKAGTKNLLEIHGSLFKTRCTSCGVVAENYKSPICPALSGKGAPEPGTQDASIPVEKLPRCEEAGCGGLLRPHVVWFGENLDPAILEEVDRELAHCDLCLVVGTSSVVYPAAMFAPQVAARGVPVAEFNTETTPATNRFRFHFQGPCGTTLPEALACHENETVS
ERp5 block: inhibitors of human ERp5; ERp5 insulin aggregation, absorbance 650 nm, 90 min; inhibition, % at 9.99 µM; 350,000 compounds, 0.05% hits; AID 651711;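 active = mean replicate inhibition above about 25%, with every replicate also reaching it, limit read from the data, passing the limit was not always enough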
Target sequence (Q15084 whole entry, looked up): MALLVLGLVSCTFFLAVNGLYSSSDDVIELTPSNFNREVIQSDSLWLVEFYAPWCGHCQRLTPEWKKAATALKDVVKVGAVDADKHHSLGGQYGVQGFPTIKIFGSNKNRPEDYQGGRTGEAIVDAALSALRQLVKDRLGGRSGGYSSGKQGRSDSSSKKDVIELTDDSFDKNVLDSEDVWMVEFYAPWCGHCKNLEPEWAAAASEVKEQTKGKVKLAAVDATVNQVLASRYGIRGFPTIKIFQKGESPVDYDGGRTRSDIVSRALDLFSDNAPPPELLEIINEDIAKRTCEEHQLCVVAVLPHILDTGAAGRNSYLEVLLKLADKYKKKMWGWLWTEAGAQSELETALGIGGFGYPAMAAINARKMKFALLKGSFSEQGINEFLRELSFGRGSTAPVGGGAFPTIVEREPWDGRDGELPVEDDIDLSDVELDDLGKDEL
miR-122 sensor: blocks miR-122 activity in Huh7 sensor cells; AID 602342; 340,000 compounds, 0.3% hits; activation (reporter increase), % at 12.5 µM; Huh7 miR-122 Renilla luciferase sensor, 48 h; neutral wells = 0, positive control = 100;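 active = mean replicate activation score at least 90 and every replicate individually at or above 90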;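 also: higher luciferase means less miR-122 activity so hits act as miR-122 inhibitors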
Active calls of the source: *; · = not tested or not shown; & = joins results of further samples; [ ] = dose if it differs, or a comment.

SMILES	Statin myotox sup	ARNT TACC3 PPI	esBAF inh	Cneo AK release	SIRT5 inh	ERp5 block	miR-122 sensor
Nc1nc(N2CCN(C/C=C/c3ccccc3)CC2)nc2ccccc12	-22	8	-6	3	·	·	2
Cc1ccc(-c2ccc([C@H]3[C@H]4C=CC[C@@H](C)[C@@H]4C(=O)N3Cc3ccccc3)c(F)c2)cc1	-1	4	-1	2	-15	1	-5
O=C(Nc1ccccc1)N1C[C@H]2[C@@H](c3ccccc31)[C@H](CO)N2C(=O)c1ccccc1F	-2	0	19	-1	-1	3	-10[16.7 µM]
COc1ccc(-c2noc(N3CCC(C(=O)NCCCN4CCCCC4)CC3)n2)cc1	-10	0	2	-2	-1	10	·
COc1cc2nc(CN3CCN(S(=O)(=O)c4ccccc4)CC3)[nH]c(=O)c2cc1OC	-3	34	-12	4	-1	-1	-5
CCc1n[nH]c(=S)n1/N=C/c1ccc(NC(C)=O)cc1	11	-31	8	0	-2	-6	3
O=C(Nc1cccnc1)c1ccc2c(c1)C(=O)N(CC1CCCO1)C2=O (stereo not drawn)	·	-8	·	·	-1	-4	·
CCOC(=O)C(C)Oc1ccc(C2NC(=O)NC(C)=C2C(=O)Nc2ccccc2C)cc1 (stereo not drawn)	-6	-7	-13	1	-1	2	-3
C[C@H](O)C#Cc1ccc2c(c1)O[C@H](CN(C)Cc1ccncc1)[C@@H](C)CN([C@H](C)CO)S2(=O)=O	2	-4	-8	4	6	-1	-2[16.7 µM]
COc1ccc(C2CC(c3ccccc3)=NN2C(=O)CCC(=O)O)cc1 (stereo not drawn)	-6	-6	2	0	1	-1	6
Cc1cc(C)c(-c2nc3ccccc3s2)[nH]1	8	3	76*	0	-3	-1	7
O=C(NCCc1nc(-c2ccc(F)cc2)no1)c1ccc(F)cc1	12	-4	1	-3	-1	-2	-2
COc1ccc(CCNc2ncnc3c2[nH]c2cc(OC)c(OC)cc23)cc1OC	·	-4	-1	-1	·	4	-3
C[C@H](CO)N1C[C@H](C)[C@H](CN(C)S(=O)(=O)c2ccccc2)Oc2cc(C#Cc3ccncc3)ccc2S1(=O)=O	-34	4	5	-2	4	4	-3[16.7 µM]
CCOC(=O)c1cccc(NC(=O)C2CCCN2S(=O)(=O)c2cccc3cccnc23)c1 (stereo not drawn)	-10	-6	-2	2	·	2	2
COc1ccc(COC(=O)c2sc3nc4n(c(=O)c3c2C)CCC4)cc1	5	-22	3	-1	-5	-9	·
C[C@H]1CN([C@@H](C)CO)C(=O)Cc2cc(NC(=O)CCC(F)(F)F)ccc2O[C@H]1CN(C)C(=O)Nc1cccc2ccccc12	12	-3	0	0	-2	1	-6[16.7 µM]
CCc1nc2oc3ccccc3c(=O)c2c(=O)n1-c1ccccc1	0	12	30	-2	·	·	4
O=C(C[C@@H]1C[C@H]2c3cc(NC(=O)Nc4ccc(C(F)(F)F)cc4)ccc3O[C@H]2[C@@H](CO)O1)NCc1ccc(Cl)cc1	-3	-5	0	-2	-1	-6	3[16.7 µM]
O=C(c1ccncc1)N1CC[C@H]2[C@H](CO)Nc3ccc(-c4ccc(F)cc4)cc3[C@H]21	-21	2	2	-1	-3	5	-1[16.7 µM]

An excerpt of these results, comma-delimited:
smiles,Statin myotox sup,ARNT TACC3 PPI,esBAF inh,Cneo AK release,SIRT5 inh,ERp5 block,miR-122 sensor
O=C(Nc1cccnc1)c1ccc2c(c1)C(=O)N(CC1CCCO1)C2=O (stereo not drawn),·,-8,·,·,-1,-4,·
COc1ccc(CCNc2ncnc3c2[nH]c2cc(OC)c(OC)cc23)cc1OC,·,-4,-1,-1,·,4,-3
COc1ccc(C2CC(c3ccccc3)=NN2C(=O)CCC(=O)O)cc1 (stereo not drawn),-6,-6,2,0,1,-1,6
COc1ccc(-c2noc(N3CCC(C(=O)NCCCN4CCCCC4)CC3)n2)cc1,-10,0,2,-2,-1,10,·

Other records.
SMILES	Statin myotox sup	ARNT TACC3 PPI	esBAF inh	Cneo AK release	SIRT5 inh	ERp5 block	miR-122 sensor
O=C(CN1CCN(c2ccccn2)CC1)Nc1ccc(F)cc1	116*	-7	3	-2	·	·	-5
COc1ccc(S(=O)(=O)Nc2ccc3c(c2)C(=O)N([C@H](C)CO)C[C@H](C)[C@H](CN(C)C(=O)NC2CCCCC2)O3)cc1	4	-5	2	-1	-14	0	-7[16.7 µM]
COc1c[nH]n(-c2ccccc2)c(=O)c1=O	·	11	·	·	-1	3	·
COc1ccc(CS(=O)(=O)c2ncn[nH]2)cc1	-11	-9	-1	-1	-2	-5	-8
O[C@H]1CN(CC2CCCCC2)[C@@H](c2ccc(Cl)cc2)C[C@@H]1n1cc(-c2ccc(F)cc2)nn1	15	·	-4	-1	-1	-1	35
CC(OC(=O)C1=COCCO1)C(=O)c1ccc(C(C)(C)C)cc1 (stereo not drawn)	-2	-2	11	4	-3	-8	-3
Cc1ccc(S(=O)(=O)N(C)C[C@@H]2Oc3c(NC(=O)C4CCOCC4)cccc3C(=O)N([C@@H](C)CO)C[C@@H]2C)cc1	35	0	-3	6	-8	10	-2[16.7 µM]
O=C(Cc1ccccc1)N1CC[C@@H]2[C@@H](CO)Nc3ccc(-c4ccccc4)cc3[C@@H]21	-10	-9	4	8	5	-2	86[16.7 µM]
C[C@@H](NC(=O)C[C@H]1C[C@H]2c3cc(NC(=O)NC4CCCC4)ccc3O[C@H]2[C@H](CO)O1)c1ccccc1	-1	-21	-3	1	-1	7	-1[16.7 µM]
COc1ccc(C(C(=O)NC2CCCCC2)N(C(=O)CCl)c2cccc(Cl)c2)cc1 (stereo not drawn)	·	-7	·	0	-1	5	-55
C[C@H](CO)N1C[C@H](C)[C@@H](CN(C)Cc2ccc(C(=O)O)cc2)Oc2ccc(NC(=O)CCC(F)(F)F)cc2C1=O	-8	-2	-6	0	-2	0	8[16.7 µM]
Cc1ccc(N2CC(C(=O)OCC(=O)Nc3cccc(Cl)c3C)CC2=O)cc1 (stereo not drawn)	-9	2	-3	0	-2	1	-4
CC(C)(CO)NC12CC3CC(CC(C3)C1)C2	3	-6	-1	-2	-5	0	0
COc1ccccc1N1CCN(C(=O)CSc2nc3ccccc3nc2N2CCC(C)CC2)CC1	41	2	-3	3	-6	-6	-2
COC(=O)C(Cc1c[nH]c2ccccc12)NC(=O)C(C)C (stereo not drawn)	-14	-26	-11	-1	·	·	-3
CCOC(=O)COc1cc(-n2c(=S)[nH]c3cc(OC)c(OC)cc3c2=O)c(Cl)cc1Cl	·	6	·	·	-3	1	·
CC(=O)OCP(C)(=O)COC(C)=O	8	-4	0	1	·	·	0
CN(c1ccc(C(=O)O)cc1)S(=O)(=O)c1ccc(Cl)cc1	5	7	5	-7	·	·	1
Cc1n(CC(=O)c2ccc(F)cc2)c2ccccc2[n+]1C	·	-1	·	·	0	-68	·
Nc1ccccc1C(=O)N(Cc1ccccc1)Cc1ccccc1	6	-3	3	6	·	·	5
CC(=O)n1cc([C@@H]2C=C(C(=O)Nc3ccccc3)O[C@H](OCc3ccc(CO)cc3)C2)c2ccccc21	15	2	-5	-1&3	-2&3	0&-6	-2
CC1CCN(S(=O)(=O)c2ccc(C(=O)NCc3cccnc3)cc2)CC1	·	-2	·	·	-3	2	·
O=c1c2ccccc2nnn1Cc1ccccn1	-4	-1	1	2	·	·	·
CC(Sc1nnc(N)s1)c1ccccc1Cl (stereo not drawn)	7	·	9	-3	·	-3	-2
COc1ccccc1N(Cc1cc(=O)[nH]c2ccccc12)C(C)=O	6	-7	-1	2	3	-1	0
COCC(=O)Nc1ccc2c(c1)C(=O)N(C)C[C@H](OC)[C@@H](C)CN(C(=O)COC)[C@H](C)CO2	-1	-2	-2	56	1	-3	2[16.7 µM]
Nn1c(COc2ccccc2)nnc1SC(F)F	4	-13	-7	0	·	·	0
COc1ccc(CN(C)C[C@@H]2Oc3c(NS(=O)(=O)c4cn(C)cn4)cccc3C(=O)N([C@H](C)CO)C[C@H]2C)cc1	11	-7	3	0	1	-4	3[16.7 µM]
c1ccc(CNc2c3c(nc4ncnn24)CCCC3)nc1	-15	26	2	1	·	·	-3
Cc1ccc(CNC(=O)c2ccccc2CCc2ccccc2)cc1	-2	-9	9	6	-3	3	·
O=C(CCCCCl)Nc1c2c(nc3ccccc13)CCC2	-7	2	0	-1	-1	2	1
C[C@@H]1CN([C@H](C)CO)C(=O)c2cc(NC(=O)Cc3ccccc3)ccc2O[C@@H]1CN(C)C(=O)Nc1ccc2c(c1)OCO2	20	1	18	0	7	7	28[16.7 µM]
Cc1cc(C)n2nc(SCC(=O)NC3(C#N)CCCCC3)nc2n1	1	·	2	2	·	1	-1
CCCCNC(=O)C1CCC(CNc2c(N3CCC(C)CC3)c(=O)c2=O)CC1 (stereo not drawn)	·	-4	·	·	-7	3	·
C[C@@H]1CN([C@H](C)CO)S(=O)(=O)c2ccc(C#CC3(O)CCCC3)cc2O[C@@H]1CN(C)C(=O)Nc1cccc(F)c1	-9	11	13	-2	-5	-1	29[16.7 µM]
COc1ccccc1N(CC(=O)N(c1ccccc1)C(C)C)S(=O)(=O)c1cccs1	·	5	·	·	-2	5	·
Cc1noc(C)c1S(=O)(=O)N1CCN(Cc2ccc3c(c2)OCO3)CC1	9	-9	0	-1	·	2	·
COc1ccc(-c2nc(C#N)c(N3CCC(C(N)=O)CC3)o2)cc1OC	·	3	13	-3	·	·	-5
COc1ccc(CCNC(=O)C(=O)NCC2CCNCC2)cc1OC	1	-7	0	1	-4	1	·
C[C@H](O)C#Cc1ccc2c(c1)O[C@@H](CN(C)C(=O)c1ccccc1)[C@@H](C)CN([C@H](C)CO)S2(=O)=O	5	-3	0	-2	0	4	-4[16.7 µM]

A different layout for part of the listing above:
SMILES: O=c1c2ccccc2nnn1Cc1ccccn1
  Statin myotox sup: -4; ARNT TACC3 PPI: -1; esBAF inh: 1; Cneo AK release: 2; SIRT5 inh: ·; ERp5 block: ·; miR-122 sensor: ·
SMILES: CC(Sc1nnc(N)s1)c1ccccc1Cl (stereo not drawn)
  Statin myotox sup: 7; ARNT TACC3 PPI: ·; esBAF inh: 9; Cneo AK release: -3; SIRT5 inh: ·; ERp5 block: -3; miR-122 sensor: -2
SMILES: COc1ccccc1N(Cc1cc(=O)[nH]c2ccccc12)C(C)=O
  Statin myotox sup: 6; ARNT TACC3 PPI: -7; esBAF inh: -1; Cneo AK release: 2; SIRT5 inh: 3; ERp5 block: -1; miR-122 sensor: 0

(more compounds)
SMILES	Statin myotox sup	ARNT TACC3 PPI	esBAF inh	Cneo AK release	SIRT5 inh	ERp5 block	miR-122 sensor
C[C@@H]1CN([C@@H](C)CO)C(=O)c2cc(NS(=O)(=O)c3ccc(F)cc3)ccc2O[C@@H](C)CCCCO[C@@H]1CN(C)C	-20	-6	2	3	-3	-5	2[16.7 µM]
CC(=O)Oc1ccccc1Cn1c(C)c(C(=O)NCc2cccc(Cl)c2)sc1=O	21	·	5	0	·	4	·
COc1ccc(C(C(=O)NC2CCCC2)N(CC2CCCO2)C(=O)Cn2nnc(-c3ccc(C)o3)n2)cc1 (stereo not drawn)	5	-1	1	1	1	1	0
NC(Cc1ccc(F)cc1)c1csc(Nc2ccc(C(=O)NCCCO)cn2)n1 (stereo not drawn)	10	·	2	-1	3	0	3
CN(C(=O)c1ccc(F)cc1)c1ccc(OCC(=O)Nc2ccccc2C(=O)O)cc1	1	1	-8	-1	·	4	-3
Cc1ccc(C)c(NNC(=O)C(=O)NNc2cc(C)ccc2C)c1	·	·	·	-2	2	-7	3
Oc1ccc(CCc2n[nH]c(=S)n2-c2ccc(F)cc2)cc1	11	28	1	1	6	0	-2
CC(=O)c1ccc(OCCCC(=O)Nc2ccc3c(c2)OCCO3)cc1	-7	4	-11	0	1	4	5
C[C@H]1CN([C@@H](C)CO)C(=O)c2cccc(NS(=O)(=O)c3ccccc3)c2O[C@H]1CN(C)Cc1ccncc1	-17	-15	-5	0	-4	-4	-7[16.7 µM]
O=C(NCC1CCCO1)C(c1cccs1)N(Cc1cccs1)C(=O)c1ccc(-c2ccccc2)[nH]1 (stereo not drawn)	·	13	·	·	0	0	·
CN(C)C(=O)C[C@@H]1C=C[C@@H](NC(=O)c2ccc(F)cc2)[C@H](CO)O1	5	-7	-1	-2	-4	0	·
